B2AR arrestin ag: ADRB2 beta-arrestin recruitment; 44,000 tested, under 10 active; Potency, µM (series often up to 46.1 µM), for the others: at the highest dose activation, actives largely listed as activators; P07550; HTLA Tango cells, beta-arrestin recruitment, luciferase luminescence, 18 h;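 note: potency is the fitted concentration of half-maximal effect; 0% = DMSO and full agonism = EC100 isoproterenol or metaproterenol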
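First, Tango cells carrying beta2-AR and beta-arrestin fusions received compound up to 46 microM. After 18 hr at 37 degrees C, luciferase substrate was added for 15 minutes, then luminescence gave %Activity for curve fitting.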
p53null 32C kill: p53 null cell cytotoxicity, permissive temperature; Potency, µM (series often up to 46.1 µM), inactives show at the top dose activity change, negative = cytotoxicity, most hits filed as cytotoxic; H1299-neo p53 null cells, ATP luminescence, 24 h, 32C; AID 903; hit rate 0.62% among 55,000;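 note: potency is the fitted concentration of half-maximal effect; 0% = DMSO only and -100% = full killing by 100 µM tamoxifen; nearly all actives have a fitted effect of over 55% in size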
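H1299-neo (p53-null) cells, 600/well, were pre-incubated overnight at 37C, then exposed to compounds at up to 46 uM for 24 hr at 32C. Viability was measured as ATP content by luminescence, and AC50 values came from Hill fits.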
GALK inh: inhibits human galactokinase; 44,000 tested, under 10 active; recombinant GALK, Kinase-Glo ATP luminescence, 1 h; P51570; Potency, µM (top dose mostly 57.5 µM), for inactives: at the highest dose activity, negative = inhibition, usual class: inhibitors;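 note: plate controls were full GALK reaction for no effect and reaction lacking GALK for full effect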
Target sequence (P51570 whole entry, looked up): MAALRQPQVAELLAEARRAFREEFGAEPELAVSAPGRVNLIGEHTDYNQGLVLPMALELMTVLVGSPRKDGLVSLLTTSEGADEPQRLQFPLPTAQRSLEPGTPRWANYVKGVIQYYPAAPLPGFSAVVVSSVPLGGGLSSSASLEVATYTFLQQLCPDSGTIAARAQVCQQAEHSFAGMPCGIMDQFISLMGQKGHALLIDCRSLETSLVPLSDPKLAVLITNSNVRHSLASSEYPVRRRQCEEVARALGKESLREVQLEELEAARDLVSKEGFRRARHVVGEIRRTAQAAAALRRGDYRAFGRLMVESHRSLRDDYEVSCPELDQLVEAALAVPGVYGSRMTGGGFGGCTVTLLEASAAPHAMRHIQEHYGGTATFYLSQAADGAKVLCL
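Compounds were pinned into ATP buffer, then GALK-galactose mix was added (final 5 nM enzyme, 35 uM ATP, 100 uM galactose, pH 8.0). After 1 h at room temperature, Kinase-Glo Plus was added and luminescence read.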
p53null 39C tox: p53 null cell cytotoxicity, nonpermissive temperature. H1299 p53-null (neo) cells, 39C, ATPlite viability, 24 h. Potency, µM (series often up to 46.1 µM), inactives show top-dose activity, negative = cell killing, usual class: cytotoxic. hit rate 0.97% among 55,000. AID 904;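 note: potency is the fitted concentration of half-maximal effect; 0% = DMSO only and -100% = full killing by 100 µM tamoxifen; nearly all actives have a fitted effect of over 50% in size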
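Luminescent ATP signal reported cell survival after H1299 lines (neo, p53 null; or p53 A138V) received up to 46 uM compound and 24 hr incubation at 39C.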
NTMT1 inhibitor: NTMT1 methyltransferase inhibition. Q9BV86. NTMT1 MTase-Glo SAH luminescence, purified enzyme. Potency, µM (titrated, usually from 114 µM), without a hit: at the top dose activity change, negative = inhibition, most hits filed as inhibitors. hit rate 2.5% among 59,000. AID 1645870;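 note: potency is the fitted concentration of half-maximal effect; plate controls were DMSO vehicle for no effect and no enzyme for full effect; nearly all actives have a fitted effect of over 65% in size; many of its hits are not listed in these tables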
Target sequence (Q9BV86 whole entry, looked up): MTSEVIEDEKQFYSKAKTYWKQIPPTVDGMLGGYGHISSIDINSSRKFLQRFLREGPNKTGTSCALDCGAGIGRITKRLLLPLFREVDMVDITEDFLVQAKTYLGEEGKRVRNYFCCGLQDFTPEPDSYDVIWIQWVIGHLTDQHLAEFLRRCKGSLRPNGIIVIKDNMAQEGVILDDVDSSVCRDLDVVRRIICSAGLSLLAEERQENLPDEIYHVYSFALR
TSG101-PTAP inh: blocks PTAP binding to human TSG101, validation. Q99816. Fluorescence polarization, FITC-PTAP peptide/Tsg101, 20 min. Potency, µM (highest dose often 115 µM), without a hit: at the highest dose activity change, negative = inhibition, usual class: inhibitors. 44,000 tested, under 10 active. AID 1347069; note: potency is the fitted concentration of half-maximal effect; 0% is about no effect
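Read-out is FITC fluorescence polarization. Compounds were added to Tsg101 binding domain (10 uM final), then FITC-PTAP peptide (50 nM final), 20 min at r.t. Total S+P intensity flags fluorescent compounds.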
FH mod: Identification of activators of human fumarate hydratase by quantitative high-throughput screening; Fumarate hydratase, mitochondrial (Homo sapiens), P07954; FH coupled MDH/diaphorase resazurin fluorescence, 15 min; Potency, µM (series often up to 79.9 µM), for the others: at the highest dose activity change, negative = inhibition, usual class: inhibitors; hit rate 0.22% among 54,000; note: potency is the fitted concentration of half-maximal effect; % is set by controls: 0 for no effect and ±100 for the full control effect; the screen sought activators but most active calls are inhibition curves; nearly all actives have a fitted effect of over 45% in size
Target sequence (P07954 whole entry, looked up): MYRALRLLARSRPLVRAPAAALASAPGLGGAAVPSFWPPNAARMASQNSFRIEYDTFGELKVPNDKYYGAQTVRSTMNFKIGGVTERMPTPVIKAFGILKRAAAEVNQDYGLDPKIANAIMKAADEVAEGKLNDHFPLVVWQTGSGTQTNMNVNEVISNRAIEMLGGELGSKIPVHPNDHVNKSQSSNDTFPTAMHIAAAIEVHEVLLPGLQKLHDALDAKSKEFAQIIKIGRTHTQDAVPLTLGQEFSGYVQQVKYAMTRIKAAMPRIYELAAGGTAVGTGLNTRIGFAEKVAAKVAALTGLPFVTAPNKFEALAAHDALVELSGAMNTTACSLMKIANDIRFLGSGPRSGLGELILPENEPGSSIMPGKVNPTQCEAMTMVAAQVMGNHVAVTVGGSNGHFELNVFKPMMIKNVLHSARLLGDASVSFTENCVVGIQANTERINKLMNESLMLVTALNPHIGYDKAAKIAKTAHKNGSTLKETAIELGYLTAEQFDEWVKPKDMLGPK
An asterisk follows results filed as active; u = inconclusive; x = no result given; [ ] = another dose, or the depositor's remark. Calls come from the whole dose curve; as a rule, active = well fitted curve in the direction sought with a large enough effect; inconclusive = small, poorly fitted or top-dose-only effect, or another doubt; inactive = no such curve, though single readings can be large; an effect the other way counts as inactive or inconclusive.

# | Structure | B2AR arrestin ag | p53null 32C kill | GALK inh | p53null 39C tox | NTMT1 inhibitor | TSG101-PTAP inh | FH mod
1 | CCCN1CCN(CCCNC(=O)c2cc3c(s2)-c2c(C)cccc2OC3)CC1 | 0% | -3% | 0% | u | u | -9% | -10%
2 | O=C(Nc1ccccc1C(=O)OCc1cc(=O)n2ccsc2n1)c1ccccc1Cl | 0% | 0% | 2% | -7% | -1% | -3% | 0%
3 | CCOc1ccc(-c2nnc(SCC(=O)c3ccccc3)n2-c2ccccc2)cc1 | 0% | 4% | -3% | -14% | 11% | 0% | -15%
4 | Cc1ccccc1-c1noc(C(C)NC(=O)c2ccco2)n1 (stereo not drawn) | -1% | -1% | 1% | u | -4% | -1% | 0%
5 | CCCN(CCC)C(=O)Cn1c(=O)n(-c2cccc(OC)c2)c(=O)c2c(C)c(C(=O)N(C)C)sc21 | -1% | -4% | 0% | 5% | 12% | -8% | -4%
6 | Cn1c(=O)n(C)c2cc(N3CCCCC3)c(NC(=O)c3ccc(Cl)cc3)cc21 | -1% | -2% | 0% | -9% | x | 0% | x
7 | Fc1ccc(Nc2nc(SCc3cccc(F)c3)nc3ccccc23)cc1 | -3% | 62%[activator] | -5% | 13% | 9% | 1% | u
8 | Cc1ccc(-c2nc(C)c(CCNC(=O)C(=O)Nc3ccc(C)c(Cl)c3)s2)cc1 | 0% | -7% | 4% | 3% | 14% | -1% | -19%
9 | Cc1cc(C)cc(NC(=O)CCn2cnc3ccccc3c2=O)c1 | 0% | 1% | 5% | 2% | 21% | 2% | u
10 | CC1CCN(C(=O)Cn2cc(SCC(=O)Nc3ccccc3C(F)(F)F)c3ccccc32)CC1 | -1% | 14% | 2% | 14% | -2% | 0% | -12%
11 | COc1ccc(-c2nc(C)c(CCNC(=O)c3ccccc3Br)s2)cc1OC | 0% | -1% | -1% | 13% | -12% | -3% | 2%
12 | O=C(NCc1cccc(Br)c1)c1ccc(NC(=O)N2CCCCc3ccccc32)cc1 | -1% | -4% | 0% | 8% | -7% | -2% | -8%
13 | O=c1c(NCc2cccs2)nccn1-c1ccc(F)cc1 | 2% | 1% | 2% | -11% | 24% | -5% | -2%
14 | O=C(Cc1ccccc1)Nc1sc2c(c1C(=O)Nc1ccc(Cl)cc1)CCCC2 | 0% | 4% | 2% | 5% | u | -1% | -13%
15 | CCN(CC)S(=O)(=O)c1ccc(NC(=O)Cn2ncc3c([nH]c4ccccc43)c2=O)cc1 | 0% | -5% | 5% | -5% | 20% | -2% | -8%

More structures.
# | Structure | B2AR arrestin ag | p53null 32C kill | GALK inh | p53null 39C tox | NTMT1 inhibitor | TSG101-PTAP inh | FH mod
16 | COc1ccc(CNC(=O)CN2C(=O)COc3ccc(S(=O)(=O)Nc4ccccc4)cc32)cc1 | 0% | 1% | -6% | 16% | 15% | 5% | -8%
17 | CCCc1ccc(-c2ccc(C(=O)Oc3ccc(OCC)cc3)cc2)nc1 | 0% | -5% | -3% | -10% | -4% | 2% | -4%
18 | CCOc1ccc2nc(N3CCN(C(=O)c4ccc(S(=O)(=O)CC)cc4)CC3)sc2c1 | -3% | -13% | 0% | 19% | -5% | -2% | -8%
19 | COc1ccccc1N1CCN(c2ccc(NC(=O)c3ccc(C)cc3)cc2C(=O)O)CC1 | -1% | -3% | -4% | -5% | u | -2% | -10%
20 | Cc1ccc(C(C)C)c(OCC(=O)Nc2ccc(O)c(-c3nc4cc(Cl)ccc4o3)c2)c1 | 1% | 5% | 0% | 16% | 20% | 4% | 8%
21 | CCOc1ccc(C2c3c(oc4ccccc4c3=O)C(=O)N2Cc2ccc3c(c2)OCO3)cc1 (stereo not drawn) | 0% | 1% | 3% | 0% | 9% | 0% | -4%
22 | Cc1ccc(CCNC(=O)c2ccc3c(c2)c(C)c(C)n3Cc2ccccc2)cc1 | 2% | 12% | -3% | 12% | 16% | 3% | -11%
23 | COc1ccc(C(=O)NCC(c2ccc3c(c2)OCO3)N2CCOCC2)cc1OC (stereo not drawn) | 0% | -2% | -1% | -13% | -2% | -1% | u
24 | CCNc1nc(N)nc(Oc2ccc(OCC(=O)OC)nn2)n1 | 0% | 1% | 1% | -10% | 24% | -2% | -1%
25 | Cc1nn(-c2nc(-c3ccc(F)cc3)cc(C(F)(F)F)n2)c(C)c1Cl | 5% | 13% | 3% | -3% | -2% | 1% | -10%
26 | COC(=O)c1ccc(OCC2c3cc(OC)c(OC)cc3CCN2C(=O)c2ccccc2C)cc1 (stereo not drawn) | 0% | 14% | 1% | 2% | 12% | -6% | -18%
27 | COc1cccc(NC(=O)CN2C(=O)COc3ccc(S(=O)(=O)N4CCCCCC4)cc32)c1 | 1% | -1% | -7% | -8% | -18% | -4% | -23%
28 | Cc1c(-c2ccc(Cl)cc2)c(=O)oc2c(CN3CCN(C)CC3)c(O)ccc12 | 2% | -6% | 0% | -20% | -2% | -2% | -10%
29 | COc1ccc(NC(=O)CSc2nc3c(c(=O)[nH]2)CCC3)cc1 | -3% | -9% | 3% | -4% | -3% | -1% | -5%
30 | CCc1nc(-c2cc(S(=O)(=O)N3CCN(c4ccc(F)cc4)CC3)ccc2OC)no1 | -1% | -6% | -9% | -7% | -24% | -4% | -5%

(next part)
# | Structure | B2AR arrestin ag | p53null 32C kill | GALK inh | p53null 39C tox | NTMT1 inhibitor | TSG101-PTAP inh | FH mod
31 | O=C(CCC1N=C2c3ccccc3N=C(SCc3ccccc3Cl)N2C1=O)N1CCN(c2ccccc2)CC1 (stereo not drawn) | 1% | 16% | -9% | -15% | -9% | 8% | -15%
32 | Cn1cc(CCC(=O)NCc2ccc(Cl)cc2)c2ccccc21 | 1% | 5% | 1% | -7% | -5% | -2% | -19%
33 | Cc1ccc(C)c(NC(=O)Cn2nnc(C(=O)NCCc3ccccc3)c2N)c1 | 0% | 5% | 2% | 6% | u | 0% | 3%
34 | COc1ccc(N(CC(=O)Nc2cccc(Cl)c2)S(=O)(=O)c2c(C)[nH]c(=O)[nH]c2=O)cc1 | 1% | -2% | -1% | -14% | -16% | -7% | 6%
35 | Cc1ccc(-c2nc(C(=O)Nc3cccc(C#N)c3)c3n2CCCCC3)cc1 | 0% | 2% | 5% | 112%[activator] | 4% | 4% | u
36 | COc1cc(Cl)c(C)cc1NC(=O)CCn1cnc2onc(-c3ccc(F)cc3)c2c1=O | -1% | 6% | 2% | -9% | 6% | 0% | 0%
37 | COC(=O)c1ccc2c(c1)N(CC(=O)Nc1ccc(C)c(C)c1)C(=O)c1ccccc1S2 | 0% | 4% | -4% | u | 2% | 1% | -8%
38 | CN(CC(=O)Nc1ccc(Br)cc1)S(=O)(=O)c1cccc2nsnc12 | 1% | 14% | -2% | 15% | u | 3% | -10%
39 | O=C(CS(=O)(=O)c1cccc2nsnc12)N1CCN(c2cccc(Cl)c2)CC1 | 0% | 7% | -6% | -19% | -1% | 0% | -7%
40 | CCn1c(CN2CCCCC2)nc2cc(NC(=O)c3cc(OC)c(OC)c(OC)c3)ccc21 | -4% | -4% | -7% | -9% | 14% | 3% | -11%
41 | COc1ccc(N2CCN(C(=O)CN3C(=O)CSc4c3c(C)nn4-c3ccccc3)CC2)cc1 | 1% | -5% | -1% | -3% | -12% | -1% | -24%
42 | Cc1cc(C)cc(OCC(=O)N(Cc2cccs2)c2ccc(Cl)cc2)c1 | -2% | 48%[activator] | -2% | 30%[activator] | u | 0% | -11%
43 | CCN(C(=O)CSc1nc2ccccc2nc1Cc1ccc(F)cc1)c1cccc(C)c1 | 1% | 44%[activator] | -1% | 25% | 1% | -1% | -18%
44 | O=C(c1cnn(-c2ccc(F)cc2)c1-n1cccc1)N1CCN(c2cccc(Cl)c2)CC1 | 0% | -3% | 2% | u | 14% | -6% | -20%
45 | O=C(Cn1cc(SCc2ccc(Cl)cc2)c2ccccc21)N1CCOCC1 | -1% | 13% | 0% | u | -1% | -2% | -26%

(next part)
# | Structure | B2AR arrestin ag | p53null 32C kill | GALK inh | p53null 39C tox | NTMT1 inhibitor | TSG101-PTAP inh | FH mod
46 | Cc1ccc(CSc2ncccc2C(=O)O)cc1 | 2% | -22% | 2% | -7% | 6% | -2% | -4%
47 | CCOCCc1nnc(NC(=O)C(=O)c2cc(C)n(-c3ccc(C)cc3C)c2C)s1 | -1% | 6% | 3% | -5% | 14% | -3% | 9%
48 | COCCCNC(=O)CCCn1c(SCC(=O)c2ccc(F)cc2)nc2c(sc3ccccc32)c1=O | 0% | 3% | -3% | 7% | -2% | -2% | 4%
49 | CCCCC(=O)Nc1ccccc1C(=O)OCc1cc(=O)n2nc(C3CCCCC3)sc2n1 | 1% | 1% | 0% | -2% | -6% | -1% | -5%
50 | COC(=O)c1ccc(NC(=O)CSc2nc3c(c(=O)n(C)c(=O)n3C)n2Cc2ccccc2)cc1 | 5% | -4% | u | -16% | 1% | -6% | -14%
51 | O=C(CSc1nncn2c1cc1occc12)Nc1ccc(F)c(Cl)c1 | 0% | 1% | 2% | -20% | 4% | 1% | -3%
52 | Nc1c(C(=O)Nc2ccc(F)c(F)c2)sc2nc(-c3ccncc3)ccc12 | -2% | -1% | 2% | -10% | -2% | 1% | -11%
53 | Cc1ccc(CN2CCC(CNC(=O)c3cnn(-c4ccc(C)cc4)c3C3CCN(C(=O)OC(C)(C)C)CC3)CC2)cc1 | -1% | -1% | u | 0% | 11% | 1% | -9%
54 | O=C(Nc1ccccc1Cl)c1cc(S(=O)(=O)N2CCC3(CC2)OCCO3)ccc1F | 0% | -2% | -1% | 9% | -24% | -3% | -1%
55 | O=C(Nc1ccc2nc(SCC(=O)N3CCc4ccccc43)sc2c1)c1ccccc1 | -4% | -10% | -1% | -15% | 18% | 4% | -17%
56 | CC(C)(C)C(=O)OC1=CN(Cc2ccccc2)S(=O)(=O)c2ccccc21 | -4% | -8% | 6% | -15% | 0% | -4% | -23%
57 | COc1ccc(N2CCN(C(=O)c3oc4ccccc4c3NC(=O)c3ccccc3OC)CC2)cc1 | 1% | 9% | 3% | -15% | -12% | -2% | u
58 | CCOc1ccc(NC(=O)CC2C(=O)N(c3ccccc3)C(=O)N2C2CCCC2)cc1 (stereo not drawn) | 0% | 2% | -2% | 8% | 15% | -2% | -16%
59 | COc1cccc(CNCc2c(C(=O)O)c(C)n(Cc3ccc(F)cc3Cl)c2C)c1OC | -1% | 1% | 3% | -8% | u | -1% | -22%
60 | Cc1ccc(CNC(=O)c2sc3nc4n(c(=O)c3c2C)CCCCC4)cc1 | 0% | 1% | 1% | -18% | -14% | 1% | -14%
61 | CCOC(=O)c1ccccc1NC(=O)c1sc2nc3n(c(=O)c2c1C)CCCCC3 | 3% | 5% | -3% | -5% | -11% | -4% | 2%

Of the compounds above, 2 contain a CF3 group:
# | Structure | B2AR arrestin ag | p53null 32C kill | GALK inh | p53null 39C tox | NTMT1 inhibitor | TSG101-PTAP inh | FH mod
10 | CC1CCN(C(=O)Cn2cc(SCC(=O)Nc3ccccc3C(F)(F)F)c3ccccc32)CC1 | -1% | 14% | 2% | 14% | -2% | 0% | -12%
25 | Cc1nn(-c2nc(-c3ccc(F)cc3)cc(C(F)(F)F)n2)c(C)c1Cl | 5% | 13% | 3% | -3% | -2% | 1% | -10%

Screening data deposited in PubChem by National Center for Advancing Translational Sciences (NCATS).

The list is partial; the hit share may differ from the screen's.
